Rpn11 inh: blocks the human proteasome subunit Rpn11. AID 588493. O00487. 360,000 compounds, 0.59% hits. human 26S proteasome, Ub4-pepOG fluorescence polarization; 20S core pre-blocked with epoxomicin. calls only at 20 µM;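 active = inhibition at 20 µM, scaled to each plate's controls, above about 33%, limit read from the data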
Target sequence (O00487 whole entry, looked up): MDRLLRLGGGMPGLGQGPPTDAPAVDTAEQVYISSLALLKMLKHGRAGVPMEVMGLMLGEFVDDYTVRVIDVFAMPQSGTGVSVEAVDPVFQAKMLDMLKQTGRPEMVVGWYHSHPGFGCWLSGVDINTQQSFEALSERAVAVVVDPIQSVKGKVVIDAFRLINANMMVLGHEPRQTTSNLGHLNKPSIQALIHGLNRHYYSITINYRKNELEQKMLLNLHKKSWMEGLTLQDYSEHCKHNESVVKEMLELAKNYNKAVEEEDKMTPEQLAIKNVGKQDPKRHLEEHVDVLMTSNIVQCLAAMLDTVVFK
CSN deneddyl inh: blocks human CSN-mediated cullin deneddylation; Q92905; Purified CSN, SCF-Nedd8-OG deneddylation, fluorescence polarization; inhibition, % at 12.5 µM; 360,000 compounds, 0.38% hits;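 active = pattern-corrected inhibition above about 35%, with an unprinted fluorescence ratio check between 0.5 and 1.5, limit read from the data, passing the limit was not always enough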;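 note: 0% = enzyme with substrate and 100% = substrate without enzyme; some results filed as inactive read as strong as hits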
Target sequence (Q92905 whole entry, looked up, one chain of several): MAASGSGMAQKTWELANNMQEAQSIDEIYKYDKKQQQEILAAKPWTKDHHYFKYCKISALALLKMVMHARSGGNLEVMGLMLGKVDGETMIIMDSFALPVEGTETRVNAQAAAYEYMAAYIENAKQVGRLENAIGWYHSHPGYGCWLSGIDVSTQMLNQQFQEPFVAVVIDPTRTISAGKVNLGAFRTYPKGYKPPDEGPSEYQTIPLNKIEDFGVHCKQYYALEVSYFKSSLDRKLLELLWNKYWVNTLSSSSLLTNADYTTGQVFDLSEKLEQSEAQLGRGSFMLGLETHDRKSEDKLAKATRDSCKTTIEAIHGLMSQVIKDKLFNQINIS
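Material: purified human Csn5 enzyme expressed in HEK293T cells / Medium: Tris buffer pH 7.5, NaCl, DTT, Tween-20, trehalose, ovalbumin / Compound dosing: 12.5 µM single point / Schedule: 90 min incubation of compound, enzyme and substrate at room temperature / Signal: fluorescence polarization of the substrate / Control set: no-enzyme wells high, enzyme-with-substrate wells low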
NadD inh: inhibitors of Staphylococcus aureus NadD; purified NadD enzyme, colorimetric absorbance read-out; inhibition, % at 20 µM; 360,000 compounds, 0.78% hits; AID 602399; in the data active = inhibition above about 26%; note: some compounds past the cut are filed as inactive
MsrA inh: inhibits bovine methionine sulfoxide reductase A. AID 651718. 360,000 compounds, 0.75% hits. purified bovine MsrA, absorbance read-out. inhibition, % at 15.5 µM; in the data active = inhibition above about 4.5%;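 note: 0% = vehicle wells with enzyme and 100% = reference inhibitor wells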
DNMT1 inh: inhibitors of human DNMT1 | P26358 | DNMT1 molecular beacon, Hinp1I cleavage, fluorescence | inhibition (reported as % activation of signal), % at 10 µM | 360,000 compounds, 0.83% hits | AID 588458; in the data active = inhibition above about 50%
LMPTP inh: blocks human LMPTP phosphatase; inhibition, % at 20 µM; recombinant LMPTP-A, OMFP fluorogenic substrate, fluorescence intensity; AID 651560; 360,000 compounds, 0.22% hits;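 active = compounds that cut the enzyme signal by at least half of the control window in the single-dose screen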;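 note: plate controls were DMSO wells with enzyme plus substrate for no effect and substrate without enzyme for full effect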
Target sequence (P24666 whole entry, looked up): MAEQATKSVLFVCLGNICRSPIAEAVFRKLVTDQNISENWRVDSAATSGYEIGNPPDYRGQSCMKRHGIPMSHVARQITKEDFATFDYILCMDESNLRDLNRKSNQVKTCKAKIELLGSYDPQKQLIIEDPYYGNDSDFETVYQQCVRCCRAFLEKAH
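Test system – LMPTP-A phosphatase enzyme · Quantity – 0.625 nM LMPTP-A final · Reagent – OMFP substrate, 400 µM final · Dosing – one test concentration per compound, 20 µM, with 3% DMSO overall · Timing – 50 min enzyme reaction at room temperature, protected from light · Detection – fluorescence intensity · Controls – substrate-only low control, DMSO enzyme-plus-substrate high control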
TbMetRS inhib: blocks T. brucei methionyl-tRNA synthetase activity. inhibition, % at 11.9 µM. 360,000 compounds, 0.4% hits. purified T. brucei MetRS, ATP depletion, Kinase-Glo luminescence;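 active = inhibition above a per-plate cutoff of the control wells' mean inhibition plus 3 SD, cut at about 5.5% in these data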;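 note: 0% = DMSO wells median and 100% = median of wells with control inhibitor compound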
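Material – parasite MetRS enzyme · Medium – HEPES-MgCl2-KCl buffer plus DTT, spermine, BSA, pyrophosphatase · Reagent – ATP, methionine and E. coli bulk tRNA substrates · Times – 15 min enzyme-compound preincubation, 2 h reaction, 10 min detection, 25 °C · Measured by – luminescence of leftover ATP · Evaluation – percent inhibition relative to median high and low control wells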
STEP block: STEP (human) phosphatase inhibition. recombinant STEP, OMFP fluorogenic substrate, fluorescence. P54829. inhibition, % at 20 µM. 360,000 compounds, 0.25% hits. AID 588621;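 active = inhibition at 20 µM, scaled per plate between control wells, above about 37%, limit read from the data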;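 note: 0% = DMSO with enzyme and substrate and 100% = substrate only without enzyme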
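Measure: Control-normalized % inhibition with plate pattern correction | Test system: STEP phosphatase, cell-free reaction | Medium: pH 6.0 Bis-Tris with DTT and Tween 20 | Technique: Fluorescence, 480/540 nm | Times: Reaction 20 min, ambient temperature | Doses: Single compound dose of 20 µM, 1% DMSO final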
SUMO1 PPI mod: modulators of human SUMO1-mediated protein-protein interactions; P63165; SUMO1 binding to a labelled peptide, TR-FRET, 1 h; inhibition, % at 20 µM; 360,000 compounds, 0.33% hits; AID 602429; in the data active = inhibition above about 37%
Scp-1 inhibitor: blocks human Scp-1 phosphatase activity; Q9GZU7; Recombinant Scp1, phosphopeptide, malachite green phosphate absorbance; inhibition, % at 20 µM; 340,000 compounds, 0.88% hits; AID 493091;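 active = inhibition above about 50% at 20 µM, limit read from the data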;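 note: plate controls were DMSO wells with enzyme for no effect and wells lacking enzyme for full effect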
Target sequence (Q9GZU7 76-261 limits assumed): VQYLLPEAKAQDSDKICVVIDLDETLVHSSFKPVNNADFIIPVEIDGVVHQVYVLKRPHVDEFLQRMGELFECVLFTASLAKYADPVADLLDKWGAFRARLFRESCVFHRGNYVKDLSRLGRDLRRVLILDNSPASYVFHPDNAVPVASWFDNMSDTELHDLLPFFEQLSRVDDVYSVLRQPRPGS
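Test system: SCP-1 phosphatase catalytic domain, residues 76-261; measured by: colorimetric phosphate reagent with accelerator and stabiliser, absorbance at 630 nm; timing: enzyme reaction 45 min at room temperature, colour 5 min, stabilisation 30 min; also added: Phosphorylated 17-residue peptide substrate; compound dosing: one concentration, 20 µM, with 1.0% DMSO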
* marks the source's active call; other numbers are inactive results; i = inactive; . = not tested or not shown.

SMILES | Rpn11 inh | CSN deneddyl inh | NadD inh | MsrA inh | DNMT1 inh | LMPTP inh | TbMetRS inhib | STEP block | SUMO1 PPI mod | Scp-1 inhibitor
CCc1nc2ccc(C(=O)NCc3ccc4c(c3)OCO4)cn2c1N(CC)CCOC | i | -2 | 2 | -0.8 | 0 | 0.4 | -0.2 | 2 | -4 | .
O=C(N/N=C\c1cn[nH]c1-c1ccc(Cl)cc1)c1cccs1 | i | 6 | 6 | 1.6 | 47 | -1.5 | 0.3 | -2 | -1 | 2
COc1ccc(CCNC(=O)Nc2cccs2)c(OC)c1 | i | 6 | 1 | 0.0 | -5 | -1.3 | -0.5 | -1 | -1 | -1
COc1ccc(COC(=O)c2cccc(S(=O)(=O)N3CCN(C(C)=O)CC3)c2)cc1F | i | -1 | -4 | -0.1 | 1 | 0.3 | -0.6 | 1 | -2 | -4
CC(=O)N1CCCc2cc(S(=O)(=O)CCC(=O)Nc3cccc(C)c3C)ccc21 | i | 2 | 2 | 0.3 | -1 | -0.7 | -0.2 | 0 | 0 | -6
COc1ccc(S(=O)(=O)N2CCN(S(=O)(=O)c3ccc(C(F)(F)F)cc3)CC2)cc1C | i | 4 | -2 | -1.6 | 10 | -0.7 | -0.2 | 2 | -1 | 6
COc1ccc(OC)c(N(CC(=O)N2CCC(C)CC2)S(=O)(=O)c2ccccc2)c1 | i | 2 | 1 | -0.4 | -3 | 0.2 | -0.3 | 0 | 2 | -3
O=C(COc1ccc(/C=N/NS(=O)(=O)c2ccccc2)cc1)Nc1cccc(Cl)c1 | i | -6 | 20 | -0.8 | -7 | 0.7 | 0.1 | 5 | 1 | -9
COc1ccc([C@H]2C=C(C(=O)O)O[C@@H](OCc3ccc(CO)cc3)C2)cc1 | i | 1 | 3 | -1.5 | 8 | -0.6 | -0.3 | 2 | -2 | -4
Cc1nc(CSc2nc3[nH]ncc3c(=O)n2-c2ccccc2)cs1 | i | -5 | -2 | -0.8 | 4 | -2.0 | 0.8 | 0 | 0 | -2

An excerpt from above in order of the TbMetRS inhib value, largest number first:
structure | TbMetRS inhib
Cc1nc(CSc2nc3[nH]ncc3c(=O)n2-c2ccccc2)cs1 | 0.8
O=C(N/N=C\c1cn[nH]c1-c1ccc(Cl)cc1)c1cccs1 | 0.3
O=C(COc1ccc(/C=N/NS(=O)(=O)c2ccccc2)cc1)Nc1cccc(Cl)c1 | 0.1
CCc1nc2ccc(C(=O)NCc3ccc4c(c3)OCO4)cn2c1N(CC)CCOC | -0.2
COc1ccc(OC)c(N(CC(=O)N2CCC(C)CC2)S(=O)(=O)c2ccccc2)c1 | -0.3
COc1ccc(COC(=O)c2cccc(S(=O)(=O)N3CCN(C(C)=O)CC3)c2)cc1F | -0.6

Carrying on.
SMILES | Rpn11 inh | CSN deneddyl inh | NadD inh | MsrA inh | DNMT1 inh | LMPTP inh | TbMetRS inhib | STEP block | SUMO1 PPI mod | Scp-1 inhibitor
COCCn1c(SCC(=O)c2ccccc2)nc2ccccc2c1=O | i | -8 | -4 | 0.0 | 5 | 4.2 | -0.5 | 3 | -1 | -1
CC(=O)N1CCN(C(=O)c2ccc(S(=O)(=O)Nc3ccccc3Cl)cc2)CC1 | i | -4 | 3 | 0.6 | 0 | -2.4 | -0.4 | -3 | 4 | 1
COc1cc2oc(=O)cc(-c3ccc(-c4ccc(C)cc4)cc3)c2c(OC)c1OC | i | -2 | 0 | -0.3 | -5 | 4.0 | 0.6 | 1 | -7 | -7
CN(C(=O)c1ccco1)c1nc(-c2ccc(Cl)cc2)cs1 | i | 4 | -2 | -1.1 | 3 | -0.7 | -0.2 | 0 | -1 | -10
CCCN(CCC)C(=O)c1c(NC(=O)CC)sc2c1CCCCC2 | i | -2 | -3 | -0.3 | 3 | -1.5 | 0.2 | -4 | -1 | 9
Cc1cccc(-n2nnnc2SCn2nnc3ccccc3c2=O)c1 | i | -2 | 8 | -1.4 | -1 | -1.6 | -0.6 | 6 | -5 | -9
CCC/C(C)=N\Nc1nc2c(c(=O)n(C)c(=O)n2C)n1C | i | -1 | -2 | 0.2 | 5 | -0.7 | -0.8 | -1 | -2 | -15
CC(=O)N1CCCc2cc(S(=O)(=O)N3CCCC(C(=O)N4CCN(c5ccccc5)CC4)C3)ccc21 (configuration not stated) | i | 13 | 3 | -0.9 | 2 | -0.3 | -0.1 | -2 | -5 | -2
O=C(O)CCCCCNS(=O)(=O)c1c(Cl)cccc1Cl | i | 1 | 5 | 0.9 | 2 | 1.0 | 0.8 | 13 | 4 | 0
O=C(Nc1ccccc1C(=O)N1CCCCCC1)c1ccccc1Cl | i | 4 | 1 | 0.4 | -1 | 0.2 | -0.6 | 1 | 1 | -1
COCCCN1C(=O)c2ccc(C(=O)Nc3ccc(OC)cc3)cc2C1=O | i | -1 | -1 | 0.5 | 0 | -0.4 | 0.3 | 1 | -20 | -11
Cc1sc2ncnc(N3CCN(C(=O)c4ccco4)CC3)c2c1C | i | -1 | 9 | 0.0 | 3 | 0.3 | -0.9 | -8 | 4 | -3
COc1ccc(C(C)=O)cc1COC(=O)Cc1cc(OC)c(OC)c(OC)c1 | i | -1 | -1 | 1.6 | -2 | -0.7 | 0.3 | 1 | 4 | -7
O=C(N/N=C/c1c[nH]c2ccccc12)C1CC(=O)N(c2ccccc2)C1 (configuration not stated) | i | -3 | -8 | 2.2 | -3 | 0.1 | -0.5 | -4 | -3 | 5
COc1cc(Cl)c(C)cc1NC(=O)CN1CCCCCC1 | i | -3 | -5 | -0.4 | 3 | 0.6 | -0.8 | -1 | 2 | 10
Cc1ccc(O)c(-c2cc(C(=O)Nc3cccnc3)[nH]n2)c1 | i | 1 | -2 | 0.3 | -1 | 0.9 | 0.5 | -6 | 4 | -7
CCCC(=O)N1CCC1(C)C(=O)NS(=O)(=O)c1ccccc1Cl (configuration not stated) | i | 2 | -1 | 0.5 | 5 | -0.7 | -0.1 | -3 | 0 | .
COC(=O)COc1ccc(/C=N/NC(=O)c2ccc(N(Cc3ccccc3)S(C)(=O)=O)cc2)cc1 | i | -2 | 5 | 2.0 | -7 | -0.3 | -0.4 | -1 | 2 | -2
Cc1ccc(-c2[nH]ncc2CNCCc2cnn(-c3ccccc3)c2)cc1C | i | 8 | 10 | -1.3 | -3 | -0.3 | -0.2 | 1 | -7 | -9
Cc1cccc(N(CC(=O)N=Nc2c(O)[nH]c3ccccc23)S(C)(=O)=O)c1C | i | 9 | -4 | 0.9 | -4 | 2.4 | -0.5 | -2 | -16 | -11
COc1ccc2c(=O)c3c(=O)n(Cc4ccco4)c(C(C)C)nc3oc2c1 | i | 4 | -2 | -0.1 | 8 | -0.5 | -0.4 | -3 | 3 | 0
O=C(NCCc1ccc(Cl)cc1)C1CC(=O)N(C2CCCCC2)C1 (configuration not stated) | i | -3 | 1 | -0.9 | 0 | -1.5 | -0.4 | 2 | 2 | -2
CC1=Nc2cc(C(=O)NCCCN3CCOCC3)ccc2Sc2c(C)ccc(C)c21 | i | -1 | -3 | 1.7 | -6 | -2.2 | -0.7 | -3 | 0 | -8
Cc1ccc(S(=O)(=O)N2CCCCC2)cc1NC(=O)Cn1cc(C(F)(F)F)ccc1=O | i | -4 | 6 | -0.2 | 3 | 11 | -0.3 | -1 | 8 | 0
COc1c(Br)cc(C(N)=O)cc1OCc1ccccc1 | i | -1 | 7 | -0.1 | -3 | 0.2 | -0.3 | -3 | -5 | -5
COc1ccc(OC)c(-c2csc(NC(=O)CN3C(=O)C4CCCCC4C3=O)n2)c1 (configuration not stated) | i | -1 | -3 | -0.1 | -2 | -1.3 | -0.5 | 0 | 1 | 1
O=C(NC1CC1)C1CCN(c2ncnc3c2sc2cccc(F)c23)CC1 | i | 0 | 5 | 0.8 | 2 | 0.8 | 0.3 | 1 | 9 | -16
Oc1cccc(/C=N/Nc2cccc3cccnc23)c1 | i | 114 | -1 | 1.8 | -15 | 2.8 | 0.3 | -5 | -5 | -7
CC(=O)Nc1ccc(NC(=O)COC(=O)/C(=C/c2ccccc2)n2nnnc2C)cc1 | i | -3 | 3 | 0.7 | 1 | 0.6 | 0.1 | -1 | 7 | -2
CC(=O)n1c2ccccc2c2nc(NC(C)C)sc21 | i | 1 | 5 | -0.3 | -8 | 0.6 | 0.4 | 2 | -3 | -7

Rewritten with two lines to a compound: 3 of the compounds above.
Below each compound: Rpn11 inh | CSN deneddyl inh | NadD inh | MsrA inh | DNMT1 inh | LMPTP inh | TbMetRS inhib | STEP block | SUMO1 PPI mod | Scp-1 inhibitor
COc1ccc(OC)c(-c2csc(NC(=O)CN3C(=O)C4CCCCC4C3=O)n2)c1 (configuration not stated)
 : i | -1 | -3 | -0.1 | -2 | -1.3 | -0.5 | 0 | 1 | 1
Oc1cccc(/C=N/Nc2cccc3cccnc23)c1
 : i | 114 | -1 | 1.8 | -15 | 2.8 | 0.3 | -5 | -5 | -7
CC(=O)Nc1ccc(NC(=O)COC(=O)/C(=C/c2ccccc2)n2nnnc2C)cc1
 : i | -3 | 3 | 0.7 | 1 | 0.6 | 0.1 | -1 | 7 | -2

Continued.
SMILES | Rpn11 inh | CSN deneddyl inh | NadD inh | MsrA inh | DNMT1 inh | LMPTP inh | TbMetRS inhib | STEP block | SUMO1 PPI mod | Scp-1 inhibitor
CCCc1ccc(C(=O)CCC(=O)O)cc1 | i | 2 | 0 | 0.4 | 7 | -1.3 | 0.0 | 0 | -2 | -5
O=C(CSCc1ccccc1Cl)Nc1ccc2c(c1)OCCO2 | i | 9 | -14 | -0.6 | -2 | -0.2 | -0.8 | -5 | -3 | -9
CC1CN(C(=O)c2ccn(C)n2)CC(C)O1 (configuration not stated) | i | -4 | -4 | -0.6 | 6 | -1.7 | -0.7 | 0 | 0 | -8
Cc1ccsc1C(=O)OCC(=O)NCCNC(=O)COC(=O)c1sccc1C | i | -7 | 0 | -0.4 | 2 | -1.8 | -0.4 | 2 | -3 | -2
Cc1ccccc1C(=O)NCCNc1ccc([N+](=O)[O-])cc1 | i | 2 | -3 | 1.2 | -1 | -0.1 | -0.3 | 2 | -19 | -13
COC(=O)COc1cc(OCC(=O)OC)c2c(C)c(Cl)c(=O)oc2c1 | i | -1 | -4 | 1.9 | -1 | -0.7 | -0.6 | 0 | -9 | -8
COc1ccc(CNc2ncnc3cc(Cl)ccc23)cc1OC | i | 2 | 1 | -1.1 | -1 | 0.8 | 1.4 | -3 | 2 | -6
